Assay outcomes: PubChem BioAssay, National Center for Advancing Translational Sciences (NCATS)
TDP1 cell CPT – DT40-hTDP1 cell growth loss with CPT | Potency, µM (titrated, usually from 46.2 µM), for the others: at the highest dose activity change, negative = growth inhibition, hits mostly inhibitors | chicken DT40 Tdp1-/-;hTDP1 cells + 20 nM CPT, ATP luminescence, 48 h | hit rate 12% among 420,000 | AID 686979; further: nearly all actives have a fitted effect of over 55% in size
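Chicken DT40 Tdp1-/- cells stably complemented with human TDP1 were seeded at 400 cells/well in medium containing 20 nM camptothecin, exposed to pin-transferred compounds, and grown at 37 °C for at least 48 hr. Viability was read as ATP luminescence.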
GCN5L2 inh – blocks human GCN5L2 histone acetyltransferase; Q92830; GCN5L2 HAT assay, ThioGlo1 CoA-SH fluorescence; Potency, µM (top dose mostly 58.9 µM), for the others: at the top dose activity change, negative = inhibition, usual class: inhibitors; hit rate 0.21% among 390,000; AID 504327
Target sequence (Q92830 whole entry, looked up): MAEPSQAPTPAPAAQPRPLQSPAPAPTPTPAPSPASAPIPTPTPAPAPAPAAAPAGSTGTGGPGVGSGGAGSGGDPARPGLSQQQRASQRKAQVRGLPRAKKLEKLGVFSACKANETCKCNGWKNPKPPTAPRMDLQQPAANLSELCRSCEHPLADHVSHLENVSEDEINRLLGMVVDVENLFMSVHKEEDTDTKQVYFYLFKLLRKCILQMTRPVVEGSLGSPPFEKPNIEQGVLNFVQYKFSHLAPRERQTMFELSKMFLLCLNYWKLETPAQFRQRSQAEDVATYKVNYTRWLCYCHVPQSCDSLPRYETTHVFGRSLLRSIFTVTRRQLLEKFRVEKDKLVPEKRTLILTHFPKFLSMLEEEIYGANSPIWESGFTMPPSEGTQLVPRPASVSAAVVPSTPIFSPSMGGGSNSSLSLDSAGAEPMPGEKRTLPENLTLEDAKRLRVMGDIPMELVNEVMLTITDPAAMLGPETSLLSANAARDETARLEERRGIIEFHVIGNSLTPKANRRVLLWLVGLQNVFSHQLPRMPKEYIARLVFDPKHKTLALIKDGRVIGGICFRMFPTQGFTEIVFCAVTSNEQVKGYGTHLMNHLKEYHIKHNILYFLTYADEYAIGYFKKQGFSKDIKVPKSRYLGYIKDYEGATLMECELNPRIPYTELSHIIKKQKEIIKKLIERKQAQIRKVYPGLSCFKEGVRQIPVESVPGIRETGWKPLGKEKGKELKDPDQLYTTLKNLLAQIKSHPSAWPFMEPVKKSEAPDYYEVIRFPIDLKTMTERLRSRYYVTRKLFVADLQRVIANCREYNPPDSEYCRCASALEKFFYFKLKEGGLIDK
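Enzyme at 20nM final was mixed with library compounds for 15 min at room temperature. Peptide H3(1-25) at 75uM, acetyl-CoA at 70uM and ThioGlo1 at 50uM were then added. Plates were read immediately and after 20 min (Ex340nm/Em540nm).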
FEN1 inhibitor – human FEN1 inhibition; Recombinant FEN1 flap cleavage, fluorescence, 15 min; Potency, µM (doses to about 114 µM), for the others: top-dose activity change, negative = inhibition, actives largely listed as inhibitors; hit rate 0.35% among 390,000; AID 588795; further: nearly all actives have a fitted effect of over 65% in size
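Quantitative HTS format: each compound was titrated, incubated with 10 nM nuclease for 15 min at room temperature, then challenged with flap substrate at 50 nM final. Signal change over 15 min gave concentration–effect curves.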
The depositor's hits bear a star; ? = inconclusive; & = joins results of further samples; [ ] = another dose, or the depositor's remark. The call rests on the fitted dose curve; in most records, active means well fitted curve in the direction sought with a large enough effect; inconclusive means small, poorly fitted or top-dose-only effect, or another doubt; inactive means no such curve, though single readings can be large; an effect the other way counts as inactive or inconclusive. On the % scale 0 is the no-effect control and ±100 the full control effect; potency means the concentration at half of the fitted maximal effect.

smiles,TDP1 cell CPT,GCN5L2 inh,FEN1 inhibitor
CCOC(=O)c1c(C)[nH]c(C)c1C(=O)COC(=O)C1CCCN1S(=O)(=O)c1ccccc1F (stereo not given),11.6µM*,1.4%,-1.3%
CCCOC(=O)c1c(NC(=O)C2c3ccccc3Oc3ccccc32)sc2c1CCCC2,?,-4.6%,-19.9%
O=C(Nc1ccc(Br)cn1)c1cccc2c1-c1ccccc1C2=O,4.11µM*,-7.4%,3.1%
Cc1ccc(C(=O)N2CCCCC2)cc1S(=O)(=O)N1CCCC1,18.5%,-7.7%,4.1%
Cc1ccc(CNC(=O)C2CCCN2C(=O)NCc2ccccc2)cc1 (stereo not given),0.8%,0.1%,-11.2%
O=C(Nc1ccccc1C(=O)NCCCn1ccnc1)c1ccccc1,-18.9%,-4.7%,2.9%
O=C(N1CCc2[nH]c3ccccc3c2C1)C(F)(F)F,?,-2.9%,-20.6%
Cc1ccc2c(C)c(C(=O)NCc3ccc(S(N)(=O)=O)cc3)oc2c1,0.1%,1.0%,2.3%
COc1cc2cc(C(N)=O)c(N)nc2cc1OC,1.7%,-27.5%,-8.8%
NC(=O)COC(=O)c1ccccc1SCC(=O)NC1CCCCCC1,-0.9%,-21.2%,11.2%
COc1ccc(NC(=O)c2cc3c(Cl)nc4ccccc4c3s2)c(OC)c1,?,-2.7%,-3.1%
COc1cc(/C(C)=N\NC(N)=S)cc(OC)c1OC,-6.1%,-2.2%,-6.0%
CCOc1ncccc1C(=O)Nc1cc(S(=O)(=O)N2CCOCC2)ccc1OCC(F)(F)F,-12.2%,-10.2%,-12.2%
O=C(NCC1CCCO1)C12CN(Cc3ccccc3)CC1C(c1cccc([N+](=O)[O-])c1)=NO2 (stereo not given),-24.0%,-7.8%,-2.8%
O=C(Cc1ccccc1)NC(NNc1ccccc1)(C(F)(F)F)C(F)(F)F,?,-8.5%,-16.1%
CCOc1ccc(C2=C(C=Nc3c(C)n(C)n(-c4ccccc4)c3=O)C(c3ccc(F)cc3)c3ccccc3O2)cc1 (stereo not given),23.1µM*,0.0%,-0.3%
O=[N+]([O-])c1cccc(C2NCC(c3ccccc3Cl)c3c2[nH]c2ccccc32)c1 (stereo not given),?,-14.3%,-11.7%
Cc1ccc(C(=O)c2ccc(O)cc2)cc1C,-11.9%,-0.8%,-15.2%
O=C(N/N=C/c1cccs1)c1cnccn1,0.8%,2.6%,8.8%
CC(=O)c1cnc2c(-c3ccc(Cl)cc3)c(C)nn2c1C,0.1%,-3.4%,-7.9%
CN(C)S(=O)(=O)c1cccc(C(=O)NCC2CCCCC2)c1,-6.7%,-0.4%,1.6%
COc1ccc(C(CNC(=O)c2cccc(NS(=O)(=O)c3ccccc3)c2)N(C)C)cc1 (stereo not given),-26.5%,-9.2%,5.8%
COc1ccc(C2CC(O)(c3ccccc3)Oc3cc(OC)cc(OC)c32)cc1 (stereo not given),23.1µM*,-1.1%,-5.9%&-1.8%
O=C(Nc1ccccc1Cl)C1CCCN(c2ncnc3c2nc2n3CCCCC2)C1 (stereo not given),?,1.7%,11.2%
COC(=O)C1=C(C)N(CC2CC2)C(=NCc2cccc(Cl)c2)N[C@H]1c1ccccc1,16.4µM*,-0.4%&-2.9%,2.6%
CC(C)C[C@H](NC(=O)NCc1ccc(Cl)cc1)C(=O)O,6.7%,-2.3%,2.6%
CCCC(=O)NC(c1ccc(Cl)cc1Cl)c1ccc2cccnc2c1O (stereo not given),4.11µM*,-0.9%,-14.0%
O=C(NCCCN1CCOCC1)c1ccc2c(c1)N(Cc1cccc(Cl)c1)C(=O)CS2,?,-4.6%,-0.5%
C(=C\c1ccncc1)/c1ccccc1,-2.5%&-6.0%&-1.0%,-4.1%&0.0%,0.0%
CC(C)CN(C(=O)c1ccc(F)cc1F)c1c(N)n(CC(C)C)c(=O)[nH]c1=O,20.1%,-4.5%,4.0%
COc1ccc(S(=O)(=O)NCCc2cc3ccc(C)c(C)c3[nH]c2=O)cc1,18.4µM*,-2.3%&23.1%,-1.6%&17.2%
COc1cccc(NC(=O)CSC2=Nc3ccccc3C3=NC(CC(=O)NCCc4ccccc4)C(=O)N23)c1 (stereo not given),-18.1%,0.2%,-1.1%
Cn1c(CNC(=O)c2ccccc2)nnc1SCC(=O)N1CCN(c2ccccc2)CC1,1.3%,-5.1%,-13.5%
C=CCOn1c(C)c(C(C)=O)c2c3nonc3ccc21,?,-5.1%,0.3%
CCOC(=O)C1(CC)NC(c2ccco2)C2C(=O)N(c3ccc(C)cc3)C(=O)C21 (stereo not given),-11.7%,-1.0%,-1.8%
COc1ccc(/C=C/C(=O)Nc2cc(C)nn2-c2nc3ccccc3[nH]2)cc1,?,-1.0%,-5.1%
CCc1cccc(CC)c1NC(=O)CCS(=O)(=O)c1ccc(Br)cc1,?,-4.8%,22.4%
Cn1c(=O)c2c(nc(N3CCc4ccccc4C3)n2Cc2ccccc2F)n(C)c1=O,12.6µM*,0.3%,4.2%
O=C(Nc1ccc2oc(-c3ccncc3)nc2c1)c1ccc(Br)o1,17.2%,-5.2%,2.6%
CCOC(=O)c1c(N)nn(C(=O)C(C)(C)C)c1-c1ccccc1,-26.6%,-5.8%,-3.5%
COc1ccc(C2=NN(c3nc(C)cc(C)n3)C(=O)C2)cc1,18.3%,2.5%,-0.3%
O=C(CN1CCN(Cc2cccc(F)c2)CC1)NCc1ccccc1,-22.1%,6.6%,-1.5%
Cc1nc2c(C(=O)Nc3ccc(N4CCCC(O)C4)cc3)snc2c(=O)[nH]1 (stereo not given),0.0%,-7.7%,11.1%
CC1CC(C)CN(C(=O)COC(=O)COc2ccc(C#N)cc2)C1 (stereo not given),-14.4%,?,4.5%
COc1cccc(N2CCN(C(=O)c3ccc(CS(=O)c4ccc(Cl)cc4)o3)CC2)c1 (stereo not given),0.731µM*,-15.2%,5.2%
Cc1ccc(Cn2c(O)c(N=NC(=S)Nc3ccccc3F)c3cc(S(=O)(=O)N4CCOCC4)ccc32)cc1,3.66µM*,-3.4%,3.1%
Cc1c(NC(=O)C(C)Oc2ccc(Br)cc2)c(=O)n(-c2ccccc2)n1C (stereo not given),4.1%,1.7%,-9.0%
COCCNC(=O)CN(Cc1ccco1)C(=O)CCC(=O)Nc1nccs1,1.1%,-4.1%,11.4%
O=C(CCN1CCN(c2ccccc2)CC1)N/N=C/c1ccccc1O,?,-8.1%,-4.2%
COCc1cc(C)nc(N2CCN(Cc3ccccc3)CC2)c1C#N,-14.0%,-3.4%,1.8%
N#Cc1ccc(C(=O)Nc2cccc3ncccc23)c(F)c1,1.5%,-2.8%,-2.4%
O=C1CCCN1S(=O)(=O)c1ccccc1,3.4%,2.5%,13.3%
COc1ccc(C)cc1NC(=O)c1cc(-c2ccccc2)nc2c1cnn2C(C)C,?,-9.2%,11.6%
CCOC(=O)C(Cc1ccccc1)NC(=O)Cn1nnc(-c2ccc(C)cc2)n1 (stereo not given),-29.8%,-7.8%,-11.4%
CC1CCN(c2c(NCC3CCC(C(=O)N4CCc5ccccc5C4)CC3)c(=O)c2=O)CC1 (stereo not given),?,-0.6%,-5.4%
CC/C(O)=C1\C(=O)CC(C)(C)CC1=Nc1ccccc1C,?,-4.5%,-12.2%
CCN(CC)C(=O)CSc1nnc2sc3ccccc3n12,-3.3%,-1.9%,-1.6%
Cc1ccc(C(=O)NNC(=O)c2ccc(S(=O)(=O)N3CCOCC3)cc2)cc1,-4.2%,-3.1%,-1.7%
Cn1cc(CCC(=O)N2CCCC(C(=O)c3cccc4ccccc34)C2)cn1 (stereo not given),?,-0.4%,-2.1%
CCOC(=O)c1csc(NC(=O)CN2CCOCC2)n1,-1.1%,-3.3%,12.9%

Whole records from above:
CC/C(O)=C1\C(=O)CC(C)(C)CC1=Nc1ccccc1C is listed with TDP1 cell CPT: ?; GCN5L2 inh: -4.5%; FEN1 inhibitor: -12.2%
CCOC(=O)c1csc(NC(=O)CN2CCOCC2)n1 is listed with TDP1 cell CPT: -1.1%; GCN5L2 inh: -3.3%; FEN1 inhibitor: 12.9%
COCCNC(=O)CN(Cc1ccco1)C(=O)CCC(=O)Nc1nccs1 is listed with TDP1 cell CPT: 1.1%; GCN5L2 inh: -4.1%; FEN1 inhibitor: 11.4%

(cont.)
smiles,TDP1 cell CPT,GCN5L2 inh,FEN1 inhibitor
Cc1ccc(CNC(=O)Cn2cncn2)cc1,-2.2%,-3.1%,-3.7%
COc1ccc(Cl)cc1NC(=O)C1CCN(c2ncnc3c2nc2n3CCCCC2)CC1,16.4µM*,-17.6%,14.8%
CC1CCC(NC(=O)c2ccc(NC3=NC4CS(=O)(=O)CC4S3)cc2)CC1 (stereo not given),1.7%,0.9%,20.4%
CCC(=O)Nc1cccc(NC(=S)NC(=O)c2cccs2)c1,-9.0%,-6.4%,-3.9%
CCc1cc2c(-c3ccccc3)cc(=O)oc2cc1OCC(=O)NCC1CCC(C(=O)O)CC1 (stereo not given),-6.3%,1.4%,4.1%
Cc1cc(C)c(S(=O)(=O)N2CCCCC2CCNC(=O)C(=O)NCc2ccccn2)c(C)c1 (stereo not given),?,2.2%,-4.4%
COc1ccc(N2CC(C(=O)N3CCN(Cc4ccc5c(c4)OCO5)CC3)CC2=O)cc1 (stereo not given),11.5%,-1.1%,-8.7%
O=C(CN1C(=O)NC2(CCCCC2)C1=O)Oc1ccc2ccc(=O)oc2c1,-7.5%,-21.0%,-5.6%
O=C(COc1ccc(Cl)cc1)Nc1cccc(S(=O)(=O)NCc2ccco2)c1,-15.5%,-6.7%,1.1%
CCC(C)c1ccc(S(=O)(=O)N2CCN(C(=O)COc3ccc4c(C)cc(=O)oc4c3)CC2)cc1 (stereo not given),?,5.5%[0.501 µM],-4.3%
O=C(Nc1nccs1)c1cc(-c2ccccc2)nn1-c1ccccc1,?,2.3%,-4.4%
COc1ccccc1C1CC(c2ccc(F)cc2)Nc2ncnn21 (stereo not given),7.31µM*,-3.9%,12.3%
Clc1ccccc1-c1ncc(-c2ccccc2)o1,6.6%,-3.1%,-12.2%
O=C(O)CNC(=S)N(Cc1ccccc1)Cc1ccccc1F,-0.8%,-9.3%,4.4%
Cn1c(N)c(S(=O)(=O)N2CCN(c3ccccc3)CC2)c(=O)n(C)c1=O,-13.5%,1.3%,1.3%
COc1ccc(C2=C(C)C(=O)N(Cc3ccc(C(=O)Nc4cccc(F)c4)cc3)S2(=O)=O)cc1,20.6µM*,10.2%,-2.2%
CCOC(=O)c1sc(NS(=O)(=O)c2cc(C)ccc2C)nc1C,-2.5%,-7.4%,-11.9%
CCOC(=O)C1C(=O)NC(c2ccccc2)=NC1c1cccc(Br)c1 (stereo not given),15.4%,-15.3%,16.1%
COc1ccc(-c2noc(=O)n2Cc2ccccc2Cl)cc1,8.5%,-9.2%,-2.4%
CCOC(=O)c1c(C)oc2ccc(OCC(=O)C(C)(C)C)cc12,5.4%,-11.4%,-12.9%
COc1ccc2c(c1OC)C(=O)N1C(C(=O)O)Cc3c([nH]c4ccccc34)C21 (stereo not given),?,-1.5%,-4.2%
Cc1cc(C)nc(N2CCC(C(=O)NCCc3ccc(Cl)cc3)CC2)n1,13µM*,-4.0%,-15.8%
O=C(COC(=O)c1ccccc1)c1ccc(S(=O)(=O)N2CCCCC2)cc1,3.8%,-4.3%,-0.1%
CC(NC(=O)CS(=O)(=O)c1ccccc1)c1ccccc1 (stereo not given),-1.6%,1.9%,-10.9%
O=C(Cn1ccnc1)c1ccc(O)c(O)c1,4.4%,-3.0%,-12.3%

Rewritten with two lines to a compound: 2 of the compounds above
Screens in order: TDP1 cell CPT, GCN5L2 inh, FEN1 inhibitor
- CCOC(=O)c1sc(NS(=O)(=O)c2cc(C)ccc2C)nc1C
→ -2.5%, -7.4%, -11.9%
- CCOC(=O)C1C(=O)NC(c2ccccc2)=NC1c1cccc(Br)c1 (stereo not given)
→ 15.4%, -15.3%, 16.1%

These rows are one share of the data. The share of hits here may be higher or lower than overall.
